IDE exosite FP – exo-site inhibitors of human insulin-degrading enzyme; purified IDE, FL-6b probe fluorescence polarization; stronger effect = lower value; z-score at 20 µM; 17,000 compounds, 6.3% hits;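 active = z-score of -3 or lower, meaning strong loss of probe binding signal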;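 also: His-tagged human IDE residues 42-1019 made in E. coli with 30 nM FL-6b probe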
Target sequence (P14735 42-1019 limits assumed): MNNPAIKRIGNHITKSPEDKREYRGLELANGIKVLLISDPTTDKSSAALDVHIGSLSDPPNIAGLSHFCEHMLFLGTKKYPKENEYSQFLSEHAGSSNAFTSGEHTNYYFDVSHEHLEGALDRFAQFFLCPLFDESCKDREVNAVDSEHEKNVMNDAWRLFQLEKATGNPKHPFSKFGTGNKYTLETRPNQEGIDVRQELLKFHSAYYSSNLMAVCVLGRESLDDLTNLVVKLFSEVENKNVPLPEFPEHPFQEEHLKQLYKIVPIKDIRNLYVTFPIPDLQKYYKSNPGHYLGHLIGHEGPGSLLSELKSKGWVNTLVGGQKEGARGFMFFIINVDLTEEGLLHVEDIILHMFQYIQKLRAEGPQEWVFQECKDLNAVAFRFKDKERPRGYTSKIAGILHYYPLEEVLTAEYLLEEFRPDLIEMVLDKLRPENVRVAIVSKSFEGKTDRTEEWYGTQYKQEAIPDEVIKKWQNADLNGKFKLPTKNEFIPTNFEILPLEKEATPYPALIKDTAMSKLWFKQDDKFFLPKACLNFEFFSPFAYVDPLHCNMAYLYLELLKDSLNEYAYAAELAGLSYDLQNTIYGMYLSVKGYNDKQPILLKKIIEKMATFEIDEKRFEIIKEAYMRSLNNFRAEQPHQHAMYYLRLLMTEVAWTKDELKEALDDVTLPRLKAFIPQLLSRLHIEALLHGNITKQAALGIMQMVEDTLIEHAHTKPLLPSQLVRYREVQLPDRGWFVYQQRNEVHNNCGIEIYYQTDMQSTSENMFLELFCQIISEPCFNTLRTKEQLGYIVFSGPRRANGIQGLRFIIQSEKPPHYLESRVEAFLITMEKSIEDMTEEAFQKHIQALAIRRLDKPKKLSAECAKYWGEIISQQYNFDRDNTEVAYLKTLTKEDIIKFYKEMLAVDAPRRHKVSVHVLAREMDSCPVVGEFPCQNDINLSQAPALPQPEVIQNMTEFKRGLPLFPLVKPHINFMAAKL
Numbers without * were called inactive; & = joins results of further samples. Some of the compounds tested; rates above refer to the full screens.

Preview (four entries):
Results for C[C@H](CO)N1C[C@H](C)[C@@H](CN(C)C(=O)NC2CCCC2)Oc2cc(-c3cncnc3)ccc2S1(=O)=O ?
IDE exosite FP: -0.316

Results for O=C(C[C@@H]1CC[C@H](NS(=O)(=O)c2ccccc2F)[C@@H](CO)O1)NCCCN1CCOCC1 ?
IDE exosite FP: 1.72

How did CC(C)C#Cc1ccc([C@@H]2[C@@H](CO)N(C(=O)c3cccc(F)c3)[C@H]2C#N)cc1 do in these assays?
IDE exosite FP: -0.391

How did N#C[C@@H]1[C@H](c2ccc(-c3ccc(F)cc3)cc2)[C@@H](CO)N1C(=O)Cc1ccccc1 do in these assays?
IDE exosite FP: 1.75

The whole of this part (from the top)
Results for C[C@H](CO)N1C[C@H](C)[C@@H](CN(C)C(=O)NC2CCCC2)Oc2cc(-c3cncnc3)ccc2S1(=O)=O ?
IDE exosite FP: -0.316

Results for O=C(C[C@@H]1CC[C@H](NS(=O)(=O)c2ccccc2F)[C@@H](CO)O1)NCCCN1CCOCC1 ?
IDE exosite FP: 1.72

How did CC(C)C#Cc1ccc([C@@H]2[C@@H](CO)N(C(=O)c3cccc(F)c3)[C@H]2C#N)cc1 do in these assays?
IDE exosite FP: -0.391

How did N#C[C@@H]1[C@H](c2ccc(-c3ccc(F)cc3)cc2)[C@@H](CO)N1C(=O)Cc1ccccc1 do in these assays?
IDE exosite FP: 1.75

How did CCS(=O)(=O)N1CCCCN2[C@H](CO)[C@@H](c3ccc(-c4cccc(C#N)c4)cc3)[C@@H]2C1 do in these assays?
IDE exosite FP: 3.42

Results for O=C(c1ccccn1)N1CC(=O)N2[C@@H](CO)[C@@H](c3ccc(C#CC4CCCC4)cc3)[C@@H]2C1 ?
IDE exosite FP: 2.28

How did COc1ccc(C#Cc2ccc3c(c2)[C@H]2[C@H](CCN2C(=O)Nc2ccc(C(F)(F)F)cc2)[C@@H](CO)N3C)cc1 do in these assays?
IDE exosite FP: 2.36

Results for CN1CCCCN2[C@H](C1)[C@@H](c1ccc(/C=C/c3ccccc3)cc1)[C@@H]2CO ?
IDE exosite FP: -2.46

What do the screens show for `CN(C)C(=O)c1cccc(-c2ccccc2[C@@H]2[C@@H](C#N)N(C(=O)C3CCCCC3)[C@H]2CO)c1`?
IDE exosite FP: -0.25

How did N#C[C@H]1[C@H](c2ccc(-c3ccccc3F)cc2)[C@H](CO)N1C(=O)Cc1ccccc1 do in these assays?
IDE exosite FP: 3.55

How did CNC(=O)C[C@@H]1CC[C@@H]2[C@@H](COc3ccc(NC(=O)c4ccccc4F)cc3C(=O)N2C)O1 do in these assays?
IDE exosite FP: -0.71

Results for CN(C)C(=O)c1cccc(-c2ccc([C@H]3[C@H]4CN(C(=O)Cc5ccccc5)CC(=O)N4[C@H]3CO)cc2)c1 ?
IDE exosite FP: 1.91

Results for CCCNC(=O)N1CC2(CCN(C(=O)C3CCOCC3)CC2)c2c([nH]c3cc(OC)ccc23)[C@H]1CO ?
IDE exosite FP: -0.878

What do the screens show for `C/C=C/c1ccc(C2[C@@H]3CN(S(=O)(=O)c4cn(C)cn4)C[C@H]2N3)cc1` (some centres not stated)?
IDE exosite FP: -0.388&1.46

Results for CC(=O)N1[C@H](CO)[C@H](c2ccc(-c3ccccc3)cc2)[C@H]1CNC(=O)NC(C)C ?
IDE exosite FP: -1.77

What do the screens show for `N#Cc1ccc(-c2ccc([C@@H]3[C@H](CO)N4C(=O)CNC[C@@H]34)cc2)cc1`?
IDE exosite FP: -1.39

How did OC[C@H]1[C@H]2c3ccccc3NC[C@H]2N1Cc1ccccc1Cl do in these assays?
IDE exosite FP: -0.383

Results for C[C@H]1CCCCO[C@H](CN(C)CC2CC2)[C@@H](C)CN([C@@H](C)CO)C(=O)c2cc(NC(=O)c3ccccc3)ccc2O1 ?
IDE exosite FP: 1.16

Results for COc1ccc(CN2CCCCN3[C@H](C2)[C@H](c2ccc(-c4ccc(OC)cc4)cc2)[C@@H]3CO)cc1 ?
IDE exosite FP: 3.61

How did COc1cc(CN2CC3(CN(S(=O)(=O)c4cccc(F)c4)C3)c3c([nH]c4cc(OC)ccc34)[C@H]2CO)cc(OC)c1 do in these assays?
IDE exosite FP: 1.18

How did O=C(NC1CCCC1)N1CC(=O)N2[C@@H](CO)[C@@H](c3ccc(-c4cccnc4)cc3)[C@@H]2C1 do in these assays?
IDE exosite FP: 1.29

Results for COC(=O)C[C@@H]1CC[C@@H]2[C@@H](COc3ccc(NC(=O)c4ccc(C(F)(F)F)cc4)cc3C(=O)N2C)O1 ?
IDE exosite FP: -1.07

Results for CCCNC(=O)N1CC2(CN(Cc3cccc(F)c3)C2)c2c([nH]c3cc(OC)ccc23)[C@@H]1CO ?
IDE exosite FP: 0.281

How did O=S(=O)(c1ccccc1)N1CCCCN2[C@H](CO)[C@H](c3ccc(C#Cc4cccnc4)cc3)[C@H]2C1 do in these assays?
IDE exosite FP: 3.93

How did CO[C@@H]1CC[C@H]2CCOc3c(C#N)cccc3C(=O)N(C)CCCC(=O)N(C)C[C@@H]1O2 do in these assays?
IDE exosite FP: 0.239

What do the screens show for `CS(=O)(=O)N1C[C@@H](O)COC[C@H]2O[C@H](CC(=O)NCc3ccccc3)CC[C@@H]21`?
IDE exosite FP: 1.84

Results for COc1ccccc1NC(=O)N1CC(=O)N2[C@@H](CO)[C@@H](c3ccc(C#CC(C)C)cc3)[C@@H]2C1 ?
IDE exosite FP: 0.168

Results for COc1cccc(S(=O)(=O)N(C)C[C@@H]2OCc3ccccc3-c3c(n(C)c4ccccc34)C(=O)N([C@H](C)CO)C[C@@H]2C)c1 ?
IDE exosite FP: -0.655

How did CO[C@@H]1CC[C@H]2CCOc3c(C#N)cccc3C(=O)N(C)C[C@@H](OC)[C@@H](C)C(=O)N(C)C[C@H]1O2 do in these assays?
IDE exosite FP: 1.14

Results for O=C(c1cccc(F)c1)N1CC(=O)N2[C@H](CO)[C@@H](c3ccc(-c4ccccc4F)cc3)[C@H]2C1 ?
IDE exosite FP: 0.472

What do the screens show for `O=C(Nc1ccc(C(F)(F)F)cc1)N1[C@@H]2CNC[C@H]1C2c1ccc(-c2cccnc2)cc1` (some centres not stated)?
IDE exosite FP: 1.17&-1.25

What do the screens show for `CCC(=O)N1[C@H](CN(C)C(C)=O)[C@H](c2ccc(C3=CCCC3)cc2)[C@@H]1CO`?
IDE exosite FP: 0.733

How did COc1cccc(-c2ccc([C@@H]3[C@@H](CO)N4C(=O)CN(C(=O)C5CCC5)C[C@H]34)cc2)c1 do in these assays?
IDE exosite FP: -4.34*

What do the screens show for `CCN(C[C@H]1[C@H](c2ccccc2)[C@@H](CO)N1S(C)(=O)=O)C(=O)C1CC1`?
IDE exosite FP: 3.2

How did COc1ccccc1-c1ccccc1[C@H]1[C@@H](C#N)N(C(=O)CN(C)C)[C@H]1CO do in these assays?
IDE exosite FP: -0.877

How did COc1cccc(CN2CCCCN3[C@@H](CO)[C@@H](c4ccc(C#Cc5cccnc5)cc4)[C@@H]3C2)c1 do in these assays?
IDE exosite FP: 2.37

What do the screens show for `C[C@H]1CC(=O)NCC/C=C\C[C@@H](c2ccc3c(c2)OCO3)NC1=O`?
IDE exosite FP: -0.793

Results for OC[C@@H]1[C@@H](c2ccc(-c3ccccc3)cc2)[C@@H]2CN(Cc3ccccn3)CCCCN12 ?
IDE exosite FP: -2.94

Results for O=C(C[C@H]1CC[C@H]2[C@@H](COC[C@H](O)CN2Cc2ccc(F)cc2)O1)NCCc1ccccc1 ?
IDE exosite FP: -1.29

Results for CC(=O)N(C[C@H]1N[C@H](CO)[C@@H]1c1ccc(-c2ccc(F)cc2)cc1)C(C)C ?
IDE exosite FP: 1.96

How did N#Cc1cccc(-c2ccc([C@H]3[C@H](CO)N4CCCCN(C(=O)Nc5ccc(F)cc5)C[C@@H]34)cc2)c1 do in these assays?
IDE exosite FP: 1.58

How did COc1ccc(-c2ccc([C@@H]3[C@@H](CO)N(C(=O)c4cccc(F)c4)[C@H]3C#N)cc2)cc1 do in these assays?
IDE exosite FP: 10.6

How did C[C@@H]1CN([C@@H](C)CO)C(=O)c2cc(-c3ccncc3)cnc2O[C@@H]1CN(C)C(=O)CN1CCOCC1 do in these assays?
IDE exosite FP: -0.37

What do the screens show for `COc1ccccc1CN1C[C@@H]2N[C@H](C1)C2c1ccc(-c2ccc(C#N)cc2)cc1` (some centres not stated)?
IDE exosite FP: -1.18&3.67

How did O=S(=O)(c1ccccc1)N1CC2(C1)[C@@H](c1ccccc1)[C@@H](CO)N2CCC(F)(F)F do in these assays?
IDE exosite FP: 2.99

What do the screens show for `O=C(c1cccc(F)c1)N1CCCCN2[C@H](CO)[C@H](c3ccc(/C=C/c4ccccc4)cc3)[C@H]2C1`?
IDE exosite FP: 1.33

Results for CCS(=O)(=O)N1CC2(C1)CN(S(=O)(=O)c1cn(C)cn1)[C@@H](CO)c1[nH]c3cc(OC)ccc3c12 ?
IDE exosite FP: -0.0808

What do the screens show for `O=C(Nc1cccc(F)c1)N1CCCCN2[C@H](CO)[C@H](c3ccc(C#Cc4cccnc4)cc3)[C@@H]2C1`?
IDE exosite FP: -1.65

What do the screens show for `COc1ccc(C#Cc2ccc([C@@H]3[C@H]4CN(C(=O)NC(C)C)CC(=O)N4[C@H]3CO)cc2)cc1`?
IDE exosite FP: 1.04

How did O=C(Cc1ccccn1)N1CC(=O)N2[C@H](C1)[C@H](c1ccc(-c3ccccc3)cc1)[C@@H]2CO do in these assays?
IDE exosite FP: -1.51

How did N#C[C@@H]1[C@H](c2ccccc2-c2ccccc2F)[C@H](CO)N1C(=O)C1CC1 do in these assays?
IDE exosite FP: 3.29

How did CCCN1C[C@@H](C)[C@@H](OC)CN(C)C(=O)c2cc(NC(=O)C3CCC3)ccc2OC[C@H]1C do in these assays?
IDE exosite FP: -0.201

What do the screens show for `C[C@@H]1CCCCO[C@H](CN(C)CC2CCCCC2)[C@H](C)CN([C@H](C)CO)C(=O)c2cc(NC(=O)Nc3ccc(C(F)(F)F)cc3)ccc2O1`?
IDE exosite FP: 2.08

What do the screens show for `CCS(=O)(=O)N1CC2(CCN(Cc3cccc(OC)c3)CC2)c2c([nH]c3cc(OC)ccc23)[C@@H]1CO`?
IDE exosite FP: -0.892

What do the screens show for `O=C(c1cccnc1)N1CC2(C1)[C@H](c1ccccc1)[C@H](CO)N2Cc1ccc(Cl)cc1`?
IDE exosite FP: 0.582

Results for COCC(=O)N1CCCCN2[C@H](C1)[C@@H](c1ccc(-c3ccc(C)cc3)cc1)[C@@H]2CO ?
IDE exosite FP: 1.27

What do the screens show for `O=C(c1cccnc1)N1CC(=O)N2[C@H](C1)[C@H](c1ccc(/C=C/c3ccccc3)cc1)[C@@H]2CO`?
IDE exosite FP: -4.53*

How did CO[C@@H]1CN(C)C(=O)c2cc(NC(=O)Nc3ccccc3F)ccc2OC[C@@H](C)N(CCC(F)(F)F)C[C@H]1C do in these assays?
IDE exosite FP: -0.767

Results for COC(=O)C[C@H]1C[C@H]2c3cc(NC(=O)c4ccc5c(c4)OCO5)ccc3O[C@H]2[C@H](CO)O1 ?
IDE exosite FP: -0.241

Results for CCC(=O)NC[C@H]1[C@H](c2ccc(C3=CCCC3)cc2)[C@H](CO)N1C(C)=O ?
IDE exosite FP: -0.289

How did COc1ccccc1-c1ccccc1[C@@H]1[C@@H](C#N)N(C(=O)C2CCC2)[C@@H]1CO do in these assays?
IDE exosite FP: 5.1

How did CN(C[C@@H]1[C@H](c2ccccc2)[C@H](CO)N1C(=O)c1ccccc1)C(=O)C1CC1 do in these assays?
IDE exosite FP: 3.56

How did C[C@@H]1CN([C@H](C)CO)S(=O)(=O)c2ccc(-c3cncnc3)cc2O[C@H]1CN(C)C(=O)NC1CCCC1 do in these assays?
IDE exosite FP: 0.255

Results for COCC#Cc1ccc([C@@H]2[C@H]3CN(C(=O)CN(C)C)CCCCN3[C@H]2CO)cc1 ?
IDE exosite FP: 3.72

How did COc1cccc(NC(=O)Nc2ccc3c(c2)C(=O)N(C)C[C@@H](OC)[C@H](C)CN(CC2CC2)[C@H](C)CO3)c1 do in these assays?
IDE exosite FP: -0.201

What do the screens show for `CCC(=O)N1[C@@H](CO)[C@@H](c2ccccc2)[C@@H]1CN(CC)C(=O)NC1CCCC1`?
IDE exosite FP: 1.18

How did O=C(c1cnccn1)N1CC(=O)N2[C@H](C1)[C@H](c1ccc(/C=C/c3ccccc3)cc1)[C@@H]2CO do in these assays?
IDE exosite FP: -7.53*

What do the screens show for `COCC#Cc1ccc([C@@H]2[C@@H](CO)N3CCCCN(Cc4cccnc4)C[C@@H]23)cc1`?
IDE exosite FP: -1.06

Results for CCS(=O)(=O)Nc1ccc2c(c1)C(=O)N(C)[C@@H]1CC[C@H](CC(=O)NC3CCCCC3)O[C@@H]1CO2 ?
IDE exosite FP: 0.12

What do the screens show for `CO[C@H]1CN(C)C(=O)c2ccc(NC(=O)Nc3ccccc3)cc2OC[C@H](C)N(C(=O)CC2CC2)C[C@@H]1C`?
IDE exosite FP: 0.428

Results for O=C(c1ccccc1)N1CC(=O)N2[C@@H](CO)[C@H](c3ccc(-c4ccccc4)cc3)[C@@H]2C1 ?
IDE exosite FP: -2.6

How did N#C[C@H]1[C@@H](c2ccc(-c3cccnc3)cc2)[C@@H](CO)N1C(=O)C1CC1 do in these assays?
IDE exosite FP: 1.52

Results for O=S(=O)(Cc1ccccc1)N1CCCCN2[C@H](CO)[C@H](c3ccc(-c4cccnc4)cc3)[C@@H]2C1 ?
IDE exosite FP: 1.48

Results for COc1ccccc1C#Cc1ccc([C@@H]2[C@@H](C#N)N(C(=O)C3CCCCC3)[C@H]2CO)cc1 ?
IDE exosite FP: -7.99*

How did O=C(C[C@H]1C=C[C@@H](NC(=O)c2ccncc2)[C@@H](CO)O1)NCC1CC1 do in these assays?
IDE exosite FP: 2.09

Results for CC(C)CC#Cc1ccc([C@H]2[C@H](CO)N3C(=O)CN(C(=O)c4ccccn4)C[C@@H]23)cc1 ?
IDE exosite FP: 0.579

Results for CC(=O)N1CC[C@H]2[C@H](CO)Nc3ccc(-c4ccccc4)cc3[C@H]21 ?
IDE exosite FP: 1.62

Two entries picked at random from those above:
How did O=C(C[C@H]1C=C[C@@H](NC(=O)c2ccncc2)[C@@H](CO)O1)NCC1CC1 do in these assays?
IDE exosite FP: 2.09

Results for O=S(=O)(Cc1ccccc1)N1CCCCN2[C@H](CO)[C@H](c3ccc(-c4cccnc4)cc3)[C@@H]2C1 ?
IDE exosite FP: 1.48
